# From PubChem BioAssay
# BCR signal inh = chronic active BCR signaling inhibition; ABC-DLBCL IkBa-CBG/CBR reporter, luminescence ratio, 4 h; Potency, µM (series often up to 46.1 µM), for inactives: top-dose ratio change, negative = lower green/red ratio, most hits filed as inhibitors; 340,000 tested, 0.05% active; AID 493014; active means well fitted inhibition curve with a large enough effect in the signal ratio, with a control signal flat, not every such curve was filed as active; inconclusive means small, poorly fitted or top-dose-only effect, or effect the other way, or a change in a side signal; the % refers to the signal ratio;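 further: potency means the concentration at half of the fitted maximal effect; plate controls were basal doxycycline-induced cells for no effect and cells given 10 µM MG132 for full effect; MG132 reads +100%, hits lower the ratio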
#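 Cell line TMD8 (human ABC DLBCL), stably expressing tet-inducible CBG68-IkBa fusion and CBR; IMDM/0.5% FBS; cpd up to 46 uM; dox induction, 4 h, 37C/5% CO2; dual luminescence; green/red ratio; MG132 control.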
# GALK inhibitor = galactokinase (human) inhibition; Purified GALK, Kinase-Glo residual ATP luminescence; Potency, µM (series often up to 57.5 µM), inactives show at the highest dose activity change, negative = inhibition, actives largely listed as inhibitors; 270,000 tested, 0.007% active; AID 1868; further: potency means the concentration at half of the fitted maximal effect; on the % scale 0 is the no-effect control and ±100 the full control effect
#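 Human GALK (5 nM) with 35 uM ATP and 100 uM galactose in 20 mM HEPES pH 8.0, 5 mM MgCl2, 60 mM NaCl, 1 mM DTT, 0.01% BSA. After 1 h at room temperature, leftover ATP was read by Kinase-Glo Plus luminescence.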
# MBNL1 CUG block = MBNL1-poly(CUG) RNA binding inhibition; Q9NR56; TR-FRET MBNL1-His/biotin-(CUG)12 binding, 665/545 ratio; Potency, µM (highest dose often 57.5 µM), for inactives: at the top dose activity change, negative = inhibition, usual class: inhibitors; 280,000 tested, 0.036% active; AID 2675; active means well fitted inhibition curve with a large enough effect in the signal ratio, with a control signal flat, not every such curve was filed as active; inconclusive means small, poorly fitted or top-dose-only effect, or effect the other way, or a change in a side signal; inactive means no such curve, though single readings can be large or run the other way; the % refers to the signal ratio; further: potency means the concentration at half of the fitted maximal effect; on the % scale 0 is the no-effect control and ±100 the full control effect
#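 Compounds (final 92 nM to 58 uM) are added to His-tagged MBNL1 and biotin-(CUG)12, then terbium anti-His antibody and streptavidin-XL665 (5 nM final). After 60 min at room temperature, the 665/545 nm ratio is read.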
# Eya2 inh = blocks the phosphatase activity of human Eya2; recombinant Eya2, OMFP fluorescence dephosphorylation (OMFP is methylfluorescein phosphate); Potency, µM (top dose mostly 76.9 µM), for the others: at the highest dose activity, negative = inhibition, actives largely listed as inhibitors; 330,000 tested, 0.006% active; AID 488837; further: potency means the concentration at half of the fitted maximal effect; on the % scale 0 is the no-effect control and ±100 the full control effect
#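 Eya2 protein (added as 0.2 uM solution) was preincubated with compound for 10 min at ambient temperature in 50 mM HEPES pH 7.5, 50 mM NaCl, 5 uM MgCl2, 0.05% BSA, 1 mM DTT. OMFP (added at 50 uM) then reacted 10 min; fluorescence read at 485/525 nm.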
# Menin-MLL TR inh = inhibitors of human menin-MLL interaction, mutant MLL peptide | Potency, µM (top dose mostly 61.6 µM), without a hit: top-dose FP activity change, negative = inhibition, hits mostly inhibitors | 270,000 tested, 0.23% active | Menin + Texas Red MLL mutant peptide, fluorescence polarization | AID 1768 | O00255; active means well fitted inhibition curve with a large enough effect in the polarisation, with a control signal flat, not every such curve was filed as active; inconclusive means small, poorly fitted or top-dose-only effect, or effect the other way, or a change in a side signal; inactive means no such curve, though single readings can be large or run the other way; the % refers to the polarisation; further: potency means the concentration at half of the fitted maximal effect; % of control where 0% means no effect; many of its hits are not listed in these tables
# hERG WT inh = KCNH2 (human, wildtype) channel inhibition; Q12809; activity change, % at 1.84 µM; U2OS, BacMam KCNH2, thallium flux FluxOr; stronger effect = lower value; 340,000 tested, 0.37% active;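 active means maximum activity change below -70%; inconclusive means maximum activity change between -70% and -50%; inactive means maximum activity change above -50%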; further: on the % scale 0 is the no-effect control and ±100 the full control effect
#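 U2OS cells were transduced with wild-type KCNH2 virus (2.03 x 10^8 / mL) for 4 h at room temperature, then cultured overnight at 37 C. Thallium flux was read with FluxOr dye. Rate constants were normalized to DMSO controls.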
# TSHR antag = blocks TSH signaling through the human TSH receptor. P16473. TSHR-expressing cells, TSH-stimulated cAMP HTRF, 2 h; stronger effect = lower value. activity change, negative = inhibition, % at 11.5 µM. 330,000 tested, 0.2% active. AID 504810;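 active means activity change below a set negative limit, meaning inhibition stronger than a set level, cut at about -70% in these data; inconclusive means activity change between two set negative limits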; further: on the % scale 0 is the no-effect control and ±100 the full control effect
# Target sequence (P16473 whole entry, looked up): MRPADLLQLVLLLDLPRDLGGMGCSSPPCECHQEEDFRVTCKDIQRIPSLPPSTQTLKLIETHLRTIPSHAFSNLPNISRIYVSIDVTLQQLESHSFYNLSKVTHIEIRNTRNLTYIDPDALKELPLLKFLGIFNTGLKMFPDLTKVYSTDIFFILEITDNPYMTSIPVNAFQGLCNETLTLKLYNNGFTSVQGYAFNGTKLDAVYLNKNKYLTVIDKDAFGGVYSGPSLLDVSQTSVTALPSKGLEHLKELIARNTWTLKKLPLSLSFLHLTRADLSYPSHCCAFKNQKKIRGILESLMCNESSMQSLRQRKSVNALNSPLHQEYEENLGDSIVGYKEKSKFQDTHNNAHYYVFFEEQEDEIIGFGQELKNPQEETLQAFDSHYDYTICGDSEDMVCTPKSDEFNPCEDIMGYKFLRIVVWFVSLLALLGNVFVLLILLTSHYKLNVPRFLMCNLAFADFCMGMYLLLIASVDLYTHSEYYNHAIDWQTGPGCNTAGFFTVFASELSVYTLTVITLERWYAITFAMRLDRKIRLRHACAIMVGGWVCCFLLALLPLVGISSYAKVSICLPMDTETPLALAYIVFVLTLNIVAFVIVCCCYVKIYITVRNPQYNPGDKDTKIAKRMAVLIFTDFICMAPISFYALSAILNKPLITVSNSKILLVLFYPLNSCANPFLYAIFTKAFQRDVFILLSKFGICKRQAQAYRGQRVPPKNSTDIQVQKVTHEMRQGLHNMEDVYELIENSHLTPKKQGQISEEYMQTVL
#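 TSHR-expressing cells, 200/well, pre-treated with compound, then stimulated with EC80 TSH (4nM final) for 2 hours at 37 deg C. cAMP measured by competitive HTRF: anti-cAMP cryptate antibody in lysis buffer plus cAMP-d2, read after 30 minutes at room temperature.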
# USP2a inh = USP2a (human) protease inhibition; O75604; 330,000 tested, 0.01% active; Potency, µM (top dose mostly 38.3 µM), inactives show at the highest dose activity change, negative = inhibition, hits mostly inhibitors; USP2 core, Ub-CHOP2 coupled fluorogenic reporter, 485/531;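 further: potency means the concentration at half of the fitted maximal effect; plate controls were DMSO wells for no effect and full inhibition by NEM control for full effect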
#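 Deubiquitinase activity read as fluorescence (485/531 nm) after Ub-CHOP2 cleavage activates the enterokinase reporter on its substrate; USP2 core 10nM, Ub-CHOP2 and substrate 25nM each, 30min compound preincubation then 60min RT; data normalized to NEM, curves fitted.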
# Mito fusion yeast = mitochondrial division inhibition or fusion activation; S. cerevisiae fusion-defective mutant growth rescue, CellTiterGlo 48 h; Potency, µM (top dose mostly 46.1 µM), for the others: top-dose growth rescue (activation), actives largely listed as activators; 320,000 tested, 0.23% active;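 further: potency means the concentration at half of the fitted maximal effect; % of control where 0% means no effect; nearly all actives have a fitted effect of over 45% in size; temperature-sensitive fusion mutants such as fzo1-1 at 37 °C on non-fermentable ethanol glycerol medium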
#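 Growth-rescue viability read-out: after 48 h at the non-permissive 37C in glycerol/ethanol YPEG, yeast mitochondrial fusion mutants are measured by CellTiterGlo luminescence; compounds (23 nl pinned per well) restoring growth score as division inhibitors or fusion activators.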
# PKM2 activator = increases activity of human pyruvate kinase M2; 260,000 tested, 0.34% active; purified PKM2, Kinase-Glo ATP luminescence, activation; response scale: 0% is enzyme alone, no compound; Potency, µM (doses to about 57.5 µM), for the others: top-dose activation, most hits filed as activators; further: potency means the concentration at half of the fitted maximal effect; on the % scale 0 is the no-effect control and ±100 the full control effect; nearly all actives have a fitted effect of over 55% in size
#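 ATP formation by purified human PK-M2, quantified via coupled luciferase luminescence after 1 h at room temperature with 0.1 mM ADP and 0.5 mM PEP final.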
# ASM inhibitor = inhibitors of human secretory acid sphingomyelinase; P17405; placental ASM, HMU-PC fluorogenic substrate, 60 min; Potency, µM (top dose mostly 57.5 µM), without a hit: at the top dose activity change, negative = inhibition, most hits filed as inhibitors; 340,000 tested, 0.006% active; AID 504937; further: potency means the concentration at half of the fitted maximal effect
#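 HMU-PC0 cleavage (9 uM final) by human placental ASM, 60 min at 37 °C following 10 min compound exposure at RT; stopped at pH 10, fluorescence Ex 386/Em 447 nm.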
# An asterisk follows results filed as active; ? = inconclusive; nt = no result given; [ ] = remark or other dose. Unless noted, the call rests on the fitted dose curve; in most records, active means well fitted curve in the direction sought with a large enough effect; inconclusive means small, poorly fitted or top-dose-only effect, or another doubt; inactive means no such curve, though single readings can be large; an effect the other way counts as inactive or inconclusive. This is a subset. The share of hits here may be higher or lower than overall.
SMILES,BCR signal inh,GALK inhibitor,MBNL1 CUG block,Eya2 inh,Menin-MLL TR inh,hERG WT inh,TSHR antag,USP2a inh,Mito fusion yeast,PKM2 activator,ASM inhibitor
COc1ccc(NC(=O)c2cc(-c3cc(C)c(C)cc3O)n[nH]2)c(OC)c1,-3%,-8%,3%,-3%,?,6,5,3%,8%,nt,4%
COC(=O)c1c(N2C(=O)CC(Sc3ccccc3C(=O)O)C2=O)sc(C)c1C (stereo unspecified),?,0%,1%,16%,-4%,13,-14,9%,-15%,-10%,-1%
Cn1c(NNC(=O)c2cccc3ccccc23)cc(=O)n(C)c1=O,19%,-1%,14%,-5%,2%,11,-12,3%,-2%,3%,7%
O=C(c1cccc(S(=O)(=O)N2CCc3ccccc3C2)c1)N1CCN(c2ccc(O)cc2)CC1,-3%,0%,18%,12%,9%,-16,-8,-7%,?,-27%,-6%
COc1ccc(CNC(=O)C2CCCN(S(=O)(=O)c3c(C)noc3/C=C/N(C)C)C2)cc1 (stereo unspecified),15%,7%,-9%,-2%,nt,-6,-9,0%,0%,nt,2%
COCC(=O)N(Cc1cc2ccccc2[nH]c1=O)c1ccc(OC)cc1,-11%,2%,3%,8%,-9%,-7,26,5%,4%,1%,-1%
CCn1nc(NS(=O)(=O)c2ccccc2)c2cc3cc(C)ccc3nc21,4%,-1%,13%,2%,nt,-6,-2,0%,5%,nt,-3%
COc1ccc(N(CC(=O)N2CCCC2)S(=O)(=O)c2ccc(NC(C)=O)cc2)cc1,-1%,10%,-6%,-3%,-7%,3,14,2%,0%,1%,0%
O=C(NC1(C(F)(F)F)NC(=O)N(Cc2cccnc2)C1=O)c1ccccc1Cl (stereo unspecified),2%,nt,-3%,1%,8%,-17,0,5%,1%,1%,1%
CC(C)(CNC(=O)C1CCN(S(=O)(=O)c2cc([N+](=O)[O-])ccc2Cl)CC1)N1CCOCC1,6%,nt,nt,6%,nt,14,4,1%,11%,nt,0%
Cc1ccc(S(=O)(=O)N2CCOCC2)cc1NC(=O)COC(=O)CCC(=O)c1ccc(F)cc1,-1%,nt,nt,2%,nt,-17,6,0%,2%,nt,-2%
Cc1ccccc1NC(=O)CSc1nc2ccccc2c(=O)n1CC1CCCO1 (stereo unspecified),10%,14%,-1%,-3%,?,1,20,4%,-5%,0%,3%
NC(=O)CC(NC(=O)Cc1cccc2ccccc12)c1ccc(NCc2ccccc2)c([N+](=O)[O-])c1 (stereo unspecified),1%,-2%,5%,-3%,nt,3,4,1%,0%,1%,-6%
CCN1CCN(C(=O)c2ccc3c(=O)n(C4CCCC4)c(=S)[nH]c3c2)CC1,7%,-1%,5%,-27%,1%,5,-6,3%,-4%,2%,0%
COc1ccc(OC)c(C2C=C(c3ccc(C)c(C)c3)Nc3nnnn32)c1 (stereo unspecified),0%,0%,7%,12%,0%,3,5,1%,-2%,-3%,93%[activator]
Cn1c(=O)c2c(nc(CN3CCc4ccccc4C3)n2Cc2ccc(Cl)cc2)n(C)c1=O,1%,0%,-12%,5%,-14%,5,-2,0%,0%,-6%,-1%
O=C(NCc1cccs1)C1CCN(c2ccc(S(=O)(=O)N3CCOCC3)cc2Cl)CC1,?,2%,-4%,-7%,3%,1,-10,1%,7%,0%,-1%
CN(c1ccccc1)S(=O)(=O)c1ccc(Cl)c(C(=O)NC2=NCCS2)c1,2%,6%,11%,5%,0%,31,21,-1%,-3%,-7%,-4%
COc1ccccc1CN1CCNC(=O)C1CC(=O)N(C)Cc1ccon1 (stereo unspecified),10%,1%,0%,-10%,6%,15,-1,1%,-4%,1%,12%
O=C(CSc1nccn1-c1cccc(Cl)c1)NC1CCCC1,0%,3%,6%,-5%,-24%,-5,-4,1%,-3%,2%,6%
CCc1cccc(CC)c1-n1c(SCn2nnc3ccccc3c2=O)nnc1-c1cccnc1,?,2%,10%,4%,-2%,-1,-5,-3%,19%,15%,-1%
CCOc1ccccc1N1CCN(C(=O)[C@@H]2CCCN2C2=NS(=O)(=O)c3ccccc32)CC1,5%,nt,nt,12%,nt,11,14,2%,-3%,nt,4%
COCc1c(C(=O)N/N=C/c2c[nH]c3ccccc23)nnn1-c1nonc1N,?,-1%,6%,-1%,30%[activator],9,1,0%,2%,7%,43%
Cc1ccc(C)c(S(=O)(=O)N/N=C/c2ccc(F)cc2)c1,0%,8%,-2%,7%,12%,-13,-4,-1%,3%,9%,-2%

# Some of the entries so far, with bars between the fields.
molecule | BCR signal inh | GALK inhibitor | MBNL1 CUG block | Eya2 inh | Menin-MLL TR inh | hERG WT inh | TSHR antag | USP2a inh | Mito fusion yeast | PKM2 activator | ASM inhibitor
CN(c1ccccc1)S(=O)(=O)c1ccc(Cl)c(C(=O)NC2=NCCS2)c1 | 2% | 6% | 11% | 5% | 0% | 31 | 21 | -1% | -3% | -7% | -4%
COc1ccccc1CN1CCNC(=O)C1CC(=O)N(C)Cc1ccon1 (stereo unspecified) | 10% | 1% | 0% | -10% | 6% | 15 | -1 | 1% | -4% | 1% | 12%
O=C(CSc1nccn1-c1cccc(Cl)c1)NC1CCCC1 | 0% | 3% | 6% | -5% | -24% | -5 | -4 | 1% | -3% | 2% | 6%
CCc1cccc(CC)c1-n1c(SCn2nnc3ccccc3c2=O)nnc1-c1cccnc1 | ? | 2% | 10% | 4% | -2% | -1 | -5 | -3% | 19% | 15% | -1%
CCOc1ccccc1N1CCN(C(=O)[C@@H]2CCCN2C2=NS(=O)(=O)c3ccccc32)CC1 | 5% | nt | nt | 12% | nt | 11 | 14 | 2% | -3% | nt | 4%
COCc1c(C(=O)N/N=C/c2c[nH]c3ccccc23)nnn1-c1nonc1N | ? | -1% | 6% | -1% | 30%[activator] | 9 | 1 | 0% | 2% | 7% | 43%
Cc1ccc(C)c(S(=O)(=O)N/N=C/c2ccc(F)cc2)c1 | 0% | 8% | -2% | 7% | 12% | -13 | -4 | -1% | 3% | 9% | -2%

# (continued)
SMILES,BCR signal inh,GALK inhibitor,MBNL1 CUG block,Eya2 inh,Menin-MLL TR inh,hERG WT inh,TSHR antag,USP2a inh,Mito fusion yeast,PKM2 activator,ASM inhibitor
C(#Cc1c(-c2ccsc2)sc2ccccc12)c1ccsc1,6%,nt,nt,2%,nt,-9,11,1%,nt,nt,1%
Cc1ccc(S(=O)(=O)N2CCOCC2)cc1C(=O)N1CCC(Cc2ccccc2)CC1,-1%,2%,2%,5%,1%,2,-4,-1%,9%,-2%,-2%
COc1ccc(/C=N/NC2=NS(=O)(=O)c3ccccc32)cc1OC(C)=O,11%,nt,14%,-3%,?,-6,-1,1%,-4%,nt,0%
Cc1ccc(C)c(N(C(=O)c2ccco2)C(C(=O)NC2CCCC2)c2ccco2)c1 (stereo unspecified),9%,5%,-2%,-3%,?,0,8,0%,-4%,nt,-1%
FC(F)(F)c1cccc(NC(=S)Nc2ccc(Cl)c(Cl)c2)c1,22%,4%,-7%,0%,nt,-13,21,0%,-17%,-10%,-7%
CCN(CC)CCN1C(=O)C(=O)/C(=C(/O)c2c(C)[nH]c(C(=O)OC)c2C)C1c1cccnc1 (stereo unspecified),0%,-2%,2%,12%,-18%,8,15,-1%,4%,4%,22%
O=C(NCc1ccccn1)c1ccc(=O)oc1,-1%,8%,3%,-6%,0%,-3,8,0%,2%,-5%,8%
COc1ccc(Cl)cc1C(=O)Nc1ccc(NC(=O)c2ccco2)cc1,?,0%,-10%,11%,?,7,-5,3%,7%,-1%,55%
Fc1ccc(-c2nnc3ccc(N4CCCC4)nn23)cc1,-1%,0%,9%,-3%,-7%,3,-8,1%,-2%,1%,-3%
